Compound activity as filed in PubChem.
NadD block: blocks S. aureus nicotinate mononucleotide adenylyltransferase | AID 602399 | purified NadD enzyme, colorimetric absorbance read-out | inhibition, % at 20 µM | 360,000 compounds, 0.78% hits; in the data active means inhibition above about 26%; further: some compounds past the cut are filed as inactive
NRP1-CendR mod: NRP-1/CendR interaction modulation. O14786. FAM-RPARPAR peptide binding to NRP-1, fluorescence polarization. inhibition, % at 25 µM. 360,000 compounds, 0.85% hits. AID 602438;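 active means inhibition or corrected inhibition above about 18%, plus a signal ratio from 0.5 to 1.5, limit read from the data, passing the limit was not always enough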; further: strong numbers were not always called active
Scp1 inh: inhibitors of human Scp-1 phosphatase; inhibition, % at 20 µM; AID 493091; 340,000 compounds, 0.88% hits; Recombinant Scp1, phosphopeptide, malachite green phosphate absorbance;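 active means inhibition above about 50% at 20 µM, limit read from the data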;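 further: plate controls were DMSO wells with enzyme for no effect and wells lacking enzyme for full effect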
Target sequence (Q9GZU7 76-261 limits assumed): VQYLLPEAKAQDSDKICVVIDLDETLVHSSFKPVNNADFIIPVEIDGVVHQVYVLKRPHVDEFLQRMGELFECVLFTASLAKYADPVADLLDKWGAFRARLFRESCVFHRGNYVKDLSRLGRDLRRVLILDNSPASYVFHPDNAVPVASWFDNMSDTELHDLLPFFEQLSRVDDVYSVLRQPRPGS
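Test system – truncated SCP-1 phosphatase (76-261aa) · Reagent – Phosphorylated 17-residue peptide substrate · Incubation – 45 min room-temperature reaction, 5 min colour, 30 min stabiliser · Detection – colorimetric phosphate reagent with accelerator and stabiliser, absorbance at 630 nm · Measure – % inhibition at 20 µM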
Neddylation inh: cullin neddylation inhibition. P61081+Q13564. TR-FRET cullin neddylation, biochemical. calls only at 25 µM. 360,000 compounds, 0.58% hits. AID 651699; in the data active means inhibition above about 36%
DNMT1 inh: blocks human DNA methyltransferase DNMT1; P26358; AID 588458; inhibition (reported as % activation of signal), % at 10 µM; DNMT1 molecular beacon, Hinp1I cleavage, fluorescence; 360,000 compounds, 0.83% hits; in the data active means inhibition above about 50%
SKN-1 inh: C. elegans SKN-1 inhibition. 360,000 compounds, 0.49% hits. C. elegans VP596 Pgst-4::GFP/RFP ratio, acrylamide-induced, 24 h. inhibition, % at 21.8 µM. AID 624304;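 active means interference check ratio from 0.5 to 1.5 plus GFP to RFP signal ratio inhibition reaching or exceeding a fixed threshold, cut at about 30% in these data, passing the limit was not always enough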; further: some compounds called inactive have numbers as strong as hits
LMPTP block: blocks human LMPTP phosphatase; P24666; recombinant LMPTP-A, OMFP fluorogenic substrate, fluorescence intensity; inhibition, % at 20 µM; 360,000 compounds, 0.22% hits;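 active means compounds that cut the enzyme signal by at least half of the control window in the single-dose screen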;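 further: plate controls were DMSO wells with enzyme plus substrate for no effect and substrate without enzyme for full effect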
Target sequence (P24666 whole entry, looked up): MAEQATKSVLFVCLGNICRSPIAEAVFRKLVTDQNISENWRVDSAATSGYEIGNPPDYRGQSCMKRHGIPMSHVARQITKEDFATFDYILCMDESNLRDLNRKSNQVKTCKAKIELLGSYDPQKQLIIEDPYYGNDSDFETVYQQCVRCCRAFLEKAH
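material = LMPTP-A | quantity = 0.625 nM enzyme | reagent = OMFP substrate, 400 µM final | buffer or medium = Bis-Tris pH 6.0, DTT, detergent | detection = endpoint fluorescence intensity from OMFP dephosphorylation | dosing = single 20 µM dose | read-out basis = % inhibition relative to no-enzyme and uninhibited control wells | control set = no-enzyme and uninhibited controls | timing = 50 min at room temperature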
TbMetRS inhib: Trypanosoma brucei MetRS inhibition; 360,000 compounds, 0.4% hits; purified T. brucei MetRS, ATP depletion, Kinase-Glo luminescence; inhibition, % at 11.9 µM;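 active means inhibition above a per-plate cutoff of the control wells' mean inhibition plus 3 SD, cut at about 5.5% in these data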;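 further: 0% = DMSO wells median and 100% = median of wells with control inhibitor compound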
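System: purified T. brucei MetRS enzyme / Detection: Kinase-Glo luciferase luminescence reporting remaining unconsumed ATP / Medium: HEPES buffer with MgCl2, KCl, DTT, spermine, BSA, pyrophosphatase / Replication: singlicate, one well per compound / Evaluation: percent inhibition relative to median high and low control wells / Schedule: 2 h aminoacylation at 25 °C after 15 min preincubation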
STEP block: inhibitors of human striatal-enriched phosphatase STEP; P54829; recombinant STEP, OMFP fluorogenic substrate, fluorescence; inhibition, % at 20 µM; 360,000 compounds, 0.25% hits; AID 588621;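 active means inhibition at 20 µM, scaled per plate between control wells, above about 37%, limit read from the data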;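 further: 0% = DMSO with enzyme and substrate and 100% = substrate only without enzyme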
Target sequence (P54829 whole entry, looked up): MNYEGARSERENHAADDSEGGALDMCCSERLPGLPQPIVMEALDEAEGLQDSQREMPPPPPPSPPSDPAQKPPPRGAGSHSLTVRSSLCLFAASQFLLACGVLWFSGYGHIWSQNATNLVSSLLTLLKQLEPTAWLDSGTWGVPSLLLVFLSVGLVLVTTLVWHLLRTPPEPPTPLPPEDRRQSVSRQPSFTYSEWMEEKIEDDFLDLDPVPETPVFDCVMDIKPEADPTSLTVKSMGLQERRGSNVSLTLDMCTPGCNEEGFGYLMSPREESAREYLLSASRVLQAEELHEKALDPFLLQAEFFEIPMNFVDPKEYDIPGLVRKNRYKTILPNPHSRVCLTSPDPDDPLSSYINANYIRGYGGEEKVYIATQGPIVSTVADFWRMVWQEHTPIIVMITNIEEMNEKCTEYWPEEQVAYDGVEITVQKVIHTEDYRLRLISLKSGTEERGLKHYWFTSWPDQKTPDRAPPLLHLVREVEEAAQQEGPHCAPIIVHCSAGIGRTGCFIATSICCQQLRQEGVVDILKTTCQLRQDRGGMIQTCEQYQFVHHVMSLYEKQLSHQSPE
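System: STEP (striatal-enriched tyrosine phosphatase) enzyme, cell-free; medium: Bis-Tris pH 6.0 buffer with DTT, detergent; dosing: 20 µM, 1% DMSO; times: reaction 20 min, ambient temperature; detection: fluorescence, 480/540 nm; read-out basis: normalized % inhibition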
SUMO1 PPI mod: modulators of human SUMO1-mediated protein-protein interactions | 360,000 compounds, 0.33% hits | inhibition, % at 20 µM | SUMO1 binding to a labelled peptide, TR-FRET, 1 h | AID 602429; in the data active means inhibition above about 37%
Target sequence (P63165 whole entry, looked up): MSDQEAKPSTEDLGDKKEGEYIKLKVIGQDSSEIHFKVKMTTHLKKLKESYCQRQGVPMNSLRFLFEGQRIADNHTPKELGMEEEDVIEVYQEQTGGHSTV
An asterisk follows results filed as active; i = inactive; x = no result given. The order is random; overall some 4.6% were active at least once.

SMILES	NadD block	NRP1-CendR mod	Scp1 inh	Neddylation inh	DNMT1 inh	SKN-1 inh	LMPTP block	TbMetRS inhib	STEP block	SUMO1 PPI mod
O=C(CN1C(=O)/C(=C/c2ccccc2)SC1=S)NNC(=O)c1ccccc1O	37*	-22	2	i	-4	-11	4.0	-0.3	-3	-11
O=C(CN1CCCc2ccccc21)Nc1cccc(S(=O)(=O)N2CCCC2)c1	-2	-25	x	i	-9	25	0.0	-0.1	1	3
O=C(Nc1cccc(NC(=O)c2cccs2)c1)c1ccc(Br)o1	-7	9	-6	i	-1	23	0.0	-0.8	1	4
Cc1cc(S(=O)(=O)Nc2ccc(C(=O)N3CCN(c4ccccc4O)CC3)cc2)ccc1F	8	-2	-10	i	-10	-10	2.6	-0.1	-1	-1
CN(c1ccccc1)c1nc(N)c([N+](=O)[O-])c(N2CCCC2)n1	0	6	-10	i	1	11	1.4	-0.7	-2	2
C[C@@H]1CN([C@H](C)CO)S(=O)(=O)c2ccc(C3=CCCCC3)cc2O[C@H]1CN(C)C(=O)Cc1cccnc1	9	-1	x	i	-1	1	-0.7	-1.2	-2	2
COc1ccc(Nc2ncnc3sc(-c4ccccc4)cc23)cc1	6	-7	0	x	-16	-20	4.8	0.2	-15	-1
CC(=O)c1cccc(NC(=O)CCNC(=O)c2cccc(C)c2)c1	-1	1	-6	i	1	13	-1.2	-0.2	-2	2
Cc1cc(C)n(C(=O)Cn2nc([N+](=O)[O-])c(Br)c2C)n1	-2	-12	-7	i	-1	-1	-0.7	-0.2	-3	-13
Cn1c(CNC(=O)CNC(=O)c2ccc(F)cc2)cc(=O)n(C)c1=O	-3	6	-2	i	-3	8	0.8	0.1	-2	-2
S=C(NCCc1ccccc1)NC1CC1	3	20	-11	i	0	5	-0.9	-0.7	0	1
Oc1ccc(Br)cc1/C=N/NC(=S)NCCc1ccccc1	5	6	-10	x	-13	8	2.7	-0.5	-3	-1
CC(Oc1ccc(Cl)cc1)C(=O)Nc1ccc(S(=O)(=O)N2CCOCC2)cc1 (centres undefined)	-3	3	-11	i	-2	-2	0.0	0.0	-2	6
O=C(COc1ccc(Cl)cc1Cl)NCCN1CCCC1	-4	8	x	i	3	14	-2.5	0.2	0	5
COc1ccc(N/C=C\C(=O)c2ccc(C)cc2)cc1OC	-3	-21	-6	i	-5	2	0.9	-0.2	0	-18

4 entries out of the list, ordered by SMILES length, largest number first.
SMILES	NadD block	NRP1-CendR mod	Scp1 inh	Neddylation inh	DNMT1 inh	SKN-1 inh	LMPTP block	TbMetRS inhib	STEP block	SUMO1 PPI mod
C[C@@H]1CN([C@H](C)CO)S(=O)(=O)c2ccc(C3=CCCCC3)cc2O[C@H]1CN(C)C(=O)Cc1cccnc1	9	-1	x	i	-1	1	-0.7	-1.2	-2	2
CC(Oc1ccc(Cl)cc1)C(=O)Nc1ccc(S(=O)(=O)N2CCOCC2)cc1 (centres undefined)	-3	3	-11	i	-2	-2	0.0	0.0	-2	6
COc1ccc(Nc2ncnc3sc(-c4ccccc4)cc23)cc1	6	-7	0	x	-16	-20	4.8	0.2	-15	-1
O=C(COc1ccc(Cl)cc1Cl)NCCN1CCCC1	-4	8	x	i	3	14	-2.5	0.2	0	5

(continued)
SMILES	NadD block	NRP1-CendR mod	Scp1 inh	Neddylation inh	DNMT1 inh	SKN-1 inh	LMPTP block	TbMetRS inhib	STEP block	SUMO1 PPI mod
O=C(Nc1nnc(SCc2ccccc2)s1)c1cccs1	-1	4	-9	i	5	-12	-0.1	0.3	5	6
Fc1cc(Cl)cc2ccc(-c3ccccc3)nc12	4	5	x	i	14	36*	1.0	0.6	0	-3
CCNC(=O)Cn1cnc2c1c(=O)n(C)c(=O)n2C	-5	-3	0	i	-2	16	0.4	-0.1	-3	3
CC(C)C(NC(=O)c1ccccc1F)C(=O)Nc1ccc2c(c1)OCO2 (centres undefined)	-4	0	-29	i	-5	11	0.6	-0.4	-2	0
CCn1cc(-c2ccccc2)c(C(=O)O)c1-c1ccc(OC)cc1	-8	11	-17	i	2	1	-0.3	-0.2	4	4
NS(=O)(=O)c1ccc(NC2=CC(c3ccc(F)cc3)N(c3ccc(S(N)(=O)=O)cc3)C2=O)cc1 (centres undefined)	3	-8	2	i	-7	-3	1.0	0.0	-3	-8
COC(=O)/C=C/S(=O)(=O)c1ccc(NC(C)=O)cc1	1	9	3	i	3	-11	0.0	-1.1	-3	-2
CCC(=O)Nc1c(C(=O)Nc2ccc3c(c2)OCCO3)oc2ccccc12	-10	-13	-6	i	0	5	0.4	0.6	-1	-8
COc1ccc(N(CC(=O)NCCC2=CCCCC2)S(=O)(=O)c2ccc(C)cc2)cc1OC	-3	7	-6	i	1	-14	2.1	-0.2	4	-1
CCOC(=O)/C(C(=O)Nc1ccc(Br)cc1)=C1/NC(C)(C)Cc2ccccc21	-5	11	-3	i	-3	26	-0.9	-0.6	-1	1
C=CC[C@@H](CC(=O)N[C@@H](CO)Cc1ccccc1)C(=O)NCCOC(=O)[C@@H](CC=C)Cc1ccc(F)cc1	-8	1	-17	i	0	16	-0.5	-0.5	0	2
CCOC(=O)CSc1ccc2nnc(CCNS(=O)(=O)c3ccc(C)cc3)n2n1	-4	-43	2	i	-2	0	0.7	-1.0	-1	-1
Cc1ccc(C)c(S(=O)(=O)NCc2ccc(C(=O)NCc3ccccn3)cc2)c1	-4	15	-1	i	-9	15	-1.7	-0.7	-2	-2
COCCCNC(=O)/C(C#N)=C/c1c(N2CCCCCC2)nc2ccccn2c1=O	4	3	-16	i	-3	26	-0.1	0.2	0	-20
COc1cc(C2CC(=O)OC3=C2C(=O)CC(C)(C)C3)cc(OC)c1OC (centres undefined)	-6	-14	-2	i	2	-13	-0.2	0.5	0	8
COc1ccc(C2c3c(oc4ccccc4c3=O)C(=O)N2CCN2CCOCC2)cc1OC (centres undefined)	-7	-11	3	i	2	7	-1.8	-0.6	-4	-11
S=C(NCCN1CCOCC1)C(=S)NCCN1CCOCC1	3	3	-2	i	5	19	-2.3	-0.4	42*	-19
O=C(c1c(F)cccc1Cl)N(Cc1ccco1)C1CCS(=O)(=O)C1 (centres undefined)	4	-15	x	i	1	10	-0.6	0.2	1	6
CCCCn1c(CNC(=O)C23CC4CC(CC(C4)C2)C3)nnc1SC(C)CC (centres undefined)	-3	6	-9	i	0	-2	-0.5	-1.0	1	-1
C/C(CCc1ccccc1)=N\NC(=O)C1C2CCCCC21 (centres undefined)	1	1	2	i	-2	-9	-0.1	-0.1	-2	3
O=C(Nc1cccc2ccccc12)OC1C=CS(=O)(=O)C1 (centres undefined)	0	-11	0	i	1	8	0.2	-0.1	0	-1
CC(C)[C@H](NC(=O)[C@@H]1CSC2c3ccccc3C(=O)N21)C(=O)NC1CCCC1 (some centres undefined)	-12	3	-7	i	1	3	-1.4	0.0	-2	2
CC1CC(C)CN(C(=O)c2cc3c(s2)CCC3)C1 (centres undefined)	-4	5	0	i	4	-11	-1.0	-0.4	-1	-4
COc1ccccc1NC(=O)c1ccc(-n2ccnc2)c([N+](=O)[O-])c1	2	-1	-12	i	4	7	-1.8	8.8*	0	-7
NC(=O)C1CCN(C(=O)NC(=O)c2ccccc2)CC1	-2	2	-7	i	0	4	-0.2	-0.1	-1	6
Cc1ccccc1N(CC(=O)Nc1ccccc1C(=O)NCc1ccco1)S(=O)(=O)c1ccccc1	-9	-9	-8	i	3	-11	-0.5	-0.9	-2	-3
O=C(OCc1nnc(-c2ccccc2)o1)c1cc(Cl)ccc1[N+](=O)[O-]	-11	-1	-2	i	3	-8	-0.8	-0.9	0	-16
CCC(C)(C)NC(=O)C(c1ccc(OC)cc1)N(C(=O)CCC(=O)Nc1cc(C)on1)c1cccc(OC)c1 (centres undefined)	-12	2	-5	i	-2	-17	-0.4	-0.7	4	3
COc1ccccc1N=Nc1c(C)noc1C	-5	0	-5	i	2	-3	-0.4	-0.3	3	0
Cc1ccccc1OCC(=O)NCCNC(=O)c1cccnc1	-3	0	-5	i	0	-8	-2.3	0.0	2	0
CC(C)NC(=O)c1ccc(N(Cc2ccccc2)S(C)(=O)=O)cc1	-7	2	-5	i	2	-18	0.1	-0.6	-5	0
COC(=O)CNC(=O)c1ccccc1[N+](=O)[O-]	-3	7	4	i	-4	9	-1.5	0.2	-3	-11
CN1C(=O)[C@H]2[C@@H](/C=C/c3ccccc3)N3C(=O)CN(Cc4ccc(-c5ccccc5)cc4)C(=O)[C@@]3(C)[C@H]2C1=O	-9	5	-14	i	-11	8	-0.2	0.0	-3	1
CCN(CC)S(=O)(=O)c1cc(NC(=S)NC(=O)C2CCCC2)ccc1C	-9	16	0	i	-2	-8	1.8	-0.6	2	-5
COc1ccc(CCN2CC(C(=O)Nc3cc(S(C)(=O)=O)ccc3Cl)CC2=O)cc1OC (centres undefined)	-2	10	-4	i	1	8	-0.3	-0.2	-1	3
CN(C)/C=C1\C(=O)N(c2ccc(F)cc2F)C(c2cccnc2)S1(=O)=O (centres undefined)	-6	0	3	i	1	-6	-1.8	-0.4	-2	-1
O=C(CN1CCN(c2ccccc2)CC1)c1ccc2cc[nH]c2c1	-7	6	2	x	-10	10	42	-0.9	-2	3

Part of the list above, as labelled records.
CC(C)NC(=O)c1ccc(N(Cc2ccccc2)S(C)(=O)=O)cc1
  NadD block = -7	NRP1-CendR mod = 2	Scp1 inh = -5	Neddylation inh = i	DNMT1 inh = 2	SKN-1 inh = -18	LMPTP block = 0.1	TbMetRS inhib = -0.6	STEP block = -5	SUMO1 PPI mod = 0

COC(=O)CNC(=O)c1ccccc1[N+](=O)[O-]
  NadD block = -3	NRP1-CendR mod = 7	Scp1 inh = 4	Neddylation inh = i	DNMT1 inh = -4	SKN-1 inh = 9	LMPTP block = -1.5	TbMetRS inhib = 0.2	STEP block = -3	SUMO1 PPI mod = -11

CN1C(=O)[C@H]2[C@@H](/C=C/c3ccccc3)N3C(=O)CN(Cc4ccc(-c5ccccc5)cc4)C(=O)[C@@]3(C)[C@H]2C1=O
  NadD block = -9	NRP1-CendR mod = 5	Scp1 inh = -14	Neddylation inh = i	DNMT1 inh = -11	SKN-1 inh = 8	LMPTP block = -0.2	TbMetRS inhib = 0.0	STEP block = -3	SUMO1 PPI mod = 1

CCN(CC)S(=O)(=O)c1cc(NC(=S)NC(=O)C2CCCC2)ccc1C
  NadD block = -9	NRP1-CendR mod = 16	Scp1 inh = 0	Neddylation inh = i	DNMT1 inh = -2	SKN-1 inh = -8	LMPTP block = 1.8	TbMetRS inhib = -0.6	STEP block = 2	SUMO1 PPI mod = -5
